Assay outcomes (PubChem BioAssay)
Caspase-1 inhib = caspase-1 (human) inhibition, allosteric or competitive | Caspase-1 enzyme, Ac-WEHD-AFC fluorogenic rate | Potency, µM (doses to about 57.5 µM), inactives show at the highest dose activity change, negative = inhibition, hits mostly inhibitors | hit rate 0.03% among 75,000 | AID 900;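 note: potency is the fitted concentration of half-maximal effect; plate controls were vehicle for no effect and no substrate for full effect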
Target sequence (P29466 120-297 limits assumed): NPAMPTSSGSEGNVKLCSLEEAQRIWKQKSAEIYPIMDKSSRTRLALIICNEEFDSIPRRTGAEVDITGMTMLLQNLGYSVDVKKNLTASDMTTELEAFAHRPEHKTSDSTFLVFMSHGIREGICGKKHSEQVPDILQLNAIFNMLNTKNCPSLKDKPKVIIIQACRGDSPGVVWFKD
Target sequence (P29466 317-404 limits assumed): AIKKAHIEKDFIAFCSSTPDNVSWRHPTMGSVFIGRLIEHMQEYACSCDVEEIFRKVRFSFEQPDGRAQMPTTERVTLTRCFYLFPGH
Pol III holo inh = inhibitors of bacterial DNA polymerase III holoenzyme; hit rate 0.25% among 71,000; Potency, µM (series often up to 57.1 µM), for inactives: top-dose activity change, negative = inhibition; reconstituted DNA polymerase III holoenzyme replication, biochemical; AID 603; note: potency is the fitted concentration of half-maximal effect; % is set by controls: 0 for no effect and ±100 for the full control effect
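Reconstituted *E. coli* holoenzyme (0.35 nM Pol III, 1 nM beta, 154 nM SSB, 2 nM primase) was preincubated with compound for 15 min at RT. Synthesis on 1.4 nM ssM13Gori ran 35 min, then was stopped with PicoGreen/EDTA and read as dsDNA fluorescence.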
HEK293 cAMP ctrl = parental HEK293 cAMP activation (counter-screen) | hit rate 2.5% among 73,000 | parental HEK293 CNG cAMP sensor, membrane potential fluorescence | Potency, µM (doses to about 57.1 µM), for the others: at the top dose activation, most hits filed as activators; note: potency is the fitted concentration of half-maximal effect; % of control where 0% means no effect; nearly all actives have a fitted effect of over 55% in size
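Counterscreen for endogenous-receptor signalling: CNG-channel HEK 293 cells report cAMP rise by membrane depolarization. After 60 min dye equilibration with 100 uM RO 20-1724, compounds incubated 30 min before bottom-read fluorescence at 590 nm.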
BRCT PPI red = inhibitors of human BRCA1 BRCT-phosphoprotein interaction (red fluorophore). P38398. BRCT-phosphopeptide binding, red fluorescence polarization. Potency, µM (series often up to 76.9 µM), for inactives: at the highest dose activity change, negative = inhibition, usual class: inhibitors. hit rate 0.03% among 75,000. AID 892; note: % is set by controls: 0 for no effect and ±100 for the full control effect
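Fluorescence polarization: 100 nM His-tagged BRCA1 BRCT with 100 nM TAMRA-labelled phospho-BACH1 decapeptide, phosphate buffer pH 7.3 with 150 mM NaCl, DTT, 0.01% Tween 20; 12 min RT. Binding inhibition seen as FP decrease.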
Casp7 inh = allosteric or competitive inhibitors of human caspase-7; P55210; recombinant caspase-7, Ac-DEVD-AFC fluorescence rate; Potency, µM (top dose mostly 57.5 µM), without a hit: at the top dose activity change, negative = inhibition, actives largely listed as inhibitors; hit rate 0.02% among 75,000; active = well fitted inhibition curve with a large enough effect in the main read-out, with a control signal flat, not every such curve was filed as active; inconclusive = small, poorly fitted or top-dose-only effect, or a change in a side signal; note: potency is the fitted concentration of half-maximal effect; % of control where 0% means no effect
BRCT inh green = BRCA1 BRCT-phosphoprotein interaction inhibition | BRCA1 BRCT-phosphopeptide binding, green fluorescence polarization | Potency, µM (series often up to 76.9 µM), without a hit: at the top dose activity change, negative = inhibition, hits mostly inhibitors | hit rate 0.05% among 75,000 | AID 875;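 note: potency is the fitted concentration of half-maximal effect; plate controls were peptide without protein for full effect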
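Compounds were incubated for 12 min at room temperature with a complex of 100 nM fluorescein-tagged pBACH1 decapeptide and 250 nM His-tagged BRCT protein. Buffer was phosphate pH 7.3 with EDTA, DTT and Tween 20. Disruption of binding lowers the polarization signal.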
Rhodamine autofl = compound fluoresces in the rhodamine spectral region. max dye-equivalent concentration, M. Rhodamine-region fluorescence, 547/598 nm, Tris buffer; active compounds read high. hit rate 0.05% among 59,000. AID 594; in the data active = max dye-equivalent concentration above about 11 nM; inconclusive = between about 1.1 nM and that limit
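A six-point rhodamine series on each plate calibrates the signal. Compounds sit in 100 mM Tris (pH 8.0) for 15 min at ambient temperature before imaging through 547 nm/598 nm filters.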
HADH2 inhib = HADH2 (human) dehydrogenase inhibition. recombinant HADH2, NADH fluorescence, beta-hydroxybutyryl-CoA. hit rate 3.4% among 73,000. Q99714. Potency, µM (top dose mostly 57.1 µM), without a hit: at the highest dose activity change, negative = inhibition, actives largely listed as inhibitors; note: potency is the fitted concentration of half-maximal effect; % is set by controls: 0 for no effect and ±100 for the full control effect; nearly all actives have a fitted effect of over 60% in size; many of its hits are not listed in these tables
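His-tagged recombinant enzyme from E. coli, 20 nM, preincubated 15 min RT with compound; reaction started with 1 mM NAD+ and 90 uM beta-hydroxybutyryl-CoA in 100 mM Tris-HCl pH 9.0. NADH fluorescence (ex 360/em 450) read over 4 min; last-minus-first difference.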
Tau filament bind = binds recombinant human tau filaments | P10636 | recombinant tau filaments, thioflavin S fluorescence, 15 h; filaments grown with octadecylsulfate alongside compound | Potency, µM (titrated, usually from 57.1 µM), for the others: top-dose activity change, negative = inhibition | hit rate 2% among 71,000;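 note: potency is the fitted concentration of half-maximal effect; % is set by controls: 0 for no effect and ±100 for the full control effect; actives lower thioflavin S fluorescence by blocking filaments or displacing dye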
Target sequence (P10636 whole entry, looked up): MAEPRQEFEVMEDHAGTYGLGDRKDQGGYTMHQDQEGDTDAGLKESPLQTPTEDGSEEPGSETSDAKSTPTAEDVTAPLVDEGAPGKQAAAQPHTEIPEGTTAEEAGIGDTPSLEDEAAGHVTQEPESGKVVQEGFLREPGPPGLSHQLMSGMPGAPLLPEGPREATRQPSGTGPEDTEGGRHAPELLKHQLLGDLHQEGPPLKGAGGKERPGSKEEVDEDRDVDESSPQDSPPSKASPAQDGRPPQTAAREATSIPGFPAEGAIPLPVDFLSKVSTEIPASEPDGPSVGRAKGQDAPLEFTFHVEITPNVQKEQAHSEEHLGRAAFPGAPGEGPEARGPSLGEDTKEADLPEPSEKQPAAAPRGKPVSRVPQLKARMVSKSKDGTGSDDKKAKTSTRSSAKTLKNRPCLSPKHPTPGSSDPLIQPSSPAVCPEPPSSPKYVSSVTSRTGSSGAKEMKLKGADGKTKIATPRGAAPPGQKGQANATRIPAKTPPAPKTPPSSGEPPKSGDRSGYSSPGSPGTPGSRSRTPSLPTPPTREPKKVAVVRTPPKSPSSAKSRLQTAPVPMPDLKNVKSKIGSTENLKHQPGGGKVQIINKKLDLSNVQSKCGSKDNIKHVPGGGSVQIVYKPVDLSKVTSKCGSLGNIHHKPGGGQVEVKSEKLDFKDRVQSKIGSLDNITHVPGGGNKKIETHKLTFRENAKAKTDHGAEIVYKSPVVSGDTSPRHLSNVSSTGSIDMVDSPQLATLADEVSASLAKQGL
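Thioflavine S fluorescence (ex 450, em 510 nm) reports filaments formed from 1 uM human tau plus 30 uM ODS over 15 h at 37 C (10 mM HEPES pH 7.4, 100 mM NaCl, 5 mM DTT); compounds displacing dye or blocking filaments lower signal.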
USP2a inhib = inhibitors of human ubiquitin-specific protease USP2a. O75604. USP2a enzymatic assay, qHTS inhibition. Potency, µM (series often up to 38.3 µM), for inactives: at the highest dose activity change, negative = inhibition, actives largely listed as inhibitors. hit rate 0.1% among 60,000. AID 927;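 note: potency is the fitted concentration of half-maximal effect; nearly all actives have a fitted effect of over 60% in size; plate controls were DMSO for no effect and NEM full inhibition control for full effect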
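Inhibition is measured in a cell-free coupled assay with 20 nM USP2 core, 20 nM Ub-PLA2 and 20 uM NBD C6-HPC, 2.5 h incubation. Activity normalized to NEM control.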
15-hLO inh = inhibitors of human 15-lipoxygenase (ALOX15); hit rate 1.4% among 74,000; P16050; Potency, µM (series often up to 57.1 µM), for inactives: top-dose activity change, negative = inhibition, most hits filed as inhibitors; purified 15hLO-1, xylenol orange hydroperoxide absorbance; AID 887; note: potency is the fitted concentration of half-maximal effect; % is set by controls: 0 for no effect and ±100 for the full control effect; nearly all actives have a fitted effect of over 55% in size
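Inhibition is scored from a chromogenic endpoint. After 15 min enzyme-compound contact, arachidonic acid (50 uM final) reacts 6 min with 40 nM 15hLO-1 at room temperature, then Fe-XO reagent is added for 30 min and absorbance ratio recorded.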
Active calls of the source: *; i = inactive; ? = inconclusive; · = no result given; [ ] = dose if it differs, or a comment. Unless noted, calls come from the whole dose curve; as a rule, active = well fitted curve in the direction sought with a large enough effect; inconclusive = small, poorly fitted or top-dose-only effect, or another doubt; inactive = no such curve, though single readings can be large; an effect the other way counts as inactive or inconclusive. These rows are one share of the data; rates above refer to the full screens.

SMILES | Caspase-1 inhib | Pol III holo inh | HEK293 cAMP ctrl | BRCT PPI red | Casp7 inh | BRCT inh green | Rhodamine autofl | HADH2 inhib | Tau filament bind | USP2a inhib | 15-hLO inh
Cc1ccc(Nc2nc(N)nc(CSc3nnc(-c4ccncc4)o3)n2)cc1 | 1% | 1% | -1% | -0.6% | 1% | 0.9% | i | -15% | 2% | 17% | -6%
CCC(=O)c1ccc(OCC(O)CN2CCN(c3cccc(C(F)(F)F)c3)CC2)cc1 (stereo not drawn) | -1% | -6% | 10% | -2.6% | -4% | -3.1% | i | -3% | 118% | 24% | -10%
O=C(Cn1ncc2ccccc21)N1CCN(c2cccc(C(F)(F)F)c2)CC1 | -1% | -3% | 17% | 0.0% | 0% | -1.0% | i | 9% | 13% | 14% | 3%
On1onc2c3cc(-c4ccccc4)nc3ccc21 | -5% | -8% | -28% | -0.2% | -10% | 0.9% | i | -5% | 13µM* | -10% | -30%
CC(C)(O)C#Cc1ccc(C(=O)NCc2cccs2)s1 | 2% | -6% | -1% | 0.4% | -1% | -1.1% | i | 4% | 12% | 1% | -1%
CCC1(CC)NC(=O)NC1=O | 1% | -8% | 22% | -1.7% | 1%[0.00368 µM] | -0.5% | i | -5% | 1% | -8% | 3%
CNc1nc(-c2ccccc2C(F)(F)F)nc2ccccc12 | 2% | 2% | -12% | -2.2% | 0% | -1.2% | i | -1% | 0% | -9% | -1%
CN1CCN(c2ncc3ncc(=O)n(CCC#N)c3n2)CC1 | -12% | -10% | 7%[0.457 µM] | 1.3% | -28% | -1.9% | i | 8% | 1% | -4% | 5%
O=S(=O)(NCc1ccccc1Br)c1cccs1 | 2% | 0% | 14% | 0.7% | -2% | -1.5% | i | -8% | -6% | 3% | -5%
CCC(C)[C@H](NC(=O)NCc1cccc(OC)c1)C(=O)OC (stereo partly drawn) | -1% | -5% | 8% | -0.6% | 0% | -3.9% | i | -3% | -7% | -2% | 14%
Cc1oc(-c2ccc(Cl)cc2)nc1CS(=O)CC(=O)NCCN1CCCC1 (stereo not drawn) | -3% | 1% | -3% | 0.9% | -5% | 2.1% | · | 6% | 9% | · | -8%
CCCOc1cccc(C(=O)Nc2nnn(CCC)n2)c1 | -3% | -5% | 26% | 1.9% | 2% | -2.1% | i | 2% | -22% | -2% | 13%
CCn1c(Cc2ccccc2)nnc1SCC(=O)NC(C)(C)C | 2% | -2% | 7% | 0.3% | 0% | 0.1% | i | 0% | -4% | 3% | -2%
COC(=O)C(CC(C)C)NC(=O)CSc1nc(-c2ccccc2)c(C#N)c(=O)[nH]1 (stereo not drawn) | 2% | 5% | 16% | 0.1% | 1% | -0.2% | i | -1% | 4% | 0% | 0%
Cc1cc(C)c(S(=O)(=O)N2CCN(CCO)CC2)c(C)c1 | -3% | -8% | 0% | 1.3% | 1% | 0.3% | · | 9% | 0% | · | 5%
Nc1nc(SCc2ccccc2)[nH]c(=O)c1-c1ccccc1 | 0% | -12% | 7% | -0.6% | 1% | -2.5% | i | 4% | -1% | 3% | 3%
CC(=O)NCC(=O)N[C@H](CCC(=O)O)C(=O)O | -1% | -4% | 3% | 1.1% | 1% | -2.7% | · | -1% | ? | · | 3%[25.6 µM]
CC(=O)Nc1sc2c(c1C(c1cccs1)N1CCOCC1)CCCC2 (stereo not drawn) | 2% | 3% | 17% | -1.1% | -1% | -0.3% | i | -3% | -2% | -2% | -13%
O=C(CN1CCOc2ccccc21)NCc1ccc(F)cc1 | -3% | -6% | ? | 1.2% | -1% | 0.6% | · | 3% | -10% | · | 2%
COc1ccc(OCCOC(=O)Nc2ccccc2)cc1 | 1% | -1% | 21% | -0.1% | -1% | 0.0% | · | 1% | 5% | 4% | 0%
COc1cc(-c2nc3cnccc3n2C)cc(OC)c1OC | -1% | -4% | 3% | -0.2% | 2% | -0.9% | i | 26% | -11% | 25% | 5%
O=C(Cn1cc2c(n1)CCCC2)NCCc1ccccc1 | -2% | 6% | 4% | 0.7% | -1% | -0.9% | · | 3% | 3% | · | 3%
CCCc1cc(N2CCCC(C(=O)Nc3cc(Cl)ccc3OC)C2)n2ncnc2n1 (stereo not drawn) | 2% | 0% | 23% | 0.1% | 2% | 1.4% | i | -1% | 14% | 36%[activator] | -1%
c1ccc(Cn2nnc3c(NCC4CCCO4)ncnc32)cc1 (stereo not drawn) | 2% | -3% | -3% | 0.5% | 1% | -1.8% | i | -4% | -4% | -3% | -1%
Cn1c(=O)c2c(nc(CN3CCOCC3)n2Cc2ccccc2)n(C)c1=O | 0% | -6% | -1% | 0.6% | 0% | -1.9% | i | 6% | 2% | 19% | 5%
CC(C)(C)c1nc(NCCN2CCOCC2)c2nnn(Cc3ccccc3Cl)c2n1 | -1% | 1% | 23% | -0.6% | 0% | 1.1% | i | -2% | 4% | 3% | -5%
COc1ccc(C(=O)CSc2nnc(-c3ccc(C)cc3)o2)cc1 | 2% | -7% | ? | 0.2% | -2% | -2.4% | i | -2% | 56% | 12% | 3%
Cc1cccc(OCCCN2CCCCCC2)c1 | -1% | 1% | 13% | -1.1% | 2% | -2.7% | i | 4% | -9% | -5% | 6%
CC1CCCC(C)N1C(=O)Cn1c(=O)sc2ccccc21 (stereo not drawn) | -1% | -4% | 2% | 0.0% | 0% | -0.6% | · | 3% | 14% | · | 8%
COC(=O)C1C(=O)C2=C(CC1C)NC(C)=C(C(=O)OCCOc1ccccc1)C2c1ccc(C)o1 (stereo not drawn) | ? | -9% | 23% | -2.1% | -12% | 0.6% | i | -20% | 7% | 40%[activator] | -27%
NC(=O)C1CCN(C(=O)N2c3ccccc3Sc3ccccc32)CC1 | 1% | -1% | 1% | 0.8% | 5% | -0.4% | i | 0% | 12% | 7% | -7%
CCOc1ccc(OCC)c(NC(=O)CCn2cccc2)c1 | -2% | · | 6% | 0.8% | -1% | 0.1% | · | -11% | · | · | 0%
Cc1ccc(-c2cc(C(=O)O)n[nH]2)o1 | -3% | -6% | 22% | -0.4% | 1% | -1.4% | i | 9% | 2% | -4% | -4%
O=C(O)c1ccc(CN(c2ccccn2)S(=O)(=O)c2ccccc2)cc1 | -1% | 1% | 8% | 0.3% | -2% | -0.5% | · | ? | 2% | -6% | -1%
O=C(NCCN1CCOCC1)NC1(C(F)(F)F)Oc2ccccc2O1 | 1% | -4% | 2% | -0.4% | 1% | -2.4% | i | ? | 5% | -2% | 4%
CCOC(=O)c1csc(NC(=O)c2ccc(S(=O)(=O)N(C)C)cc2)n1 | -3% | -4% | 23% | 2.3% | 0% | -1.5% | i | -6% | -6% | 7% | -3%

Entries listed so far shown as hits in Tau filament bind:
structure	Caspase-1 inhib	Pol III holo inh	BRCT PPI red	Casp7 inh	BRCT inh green	Rhodamine autofl	HADH2 inhib	Tau filament bind	15-hLO inh
On1onc2c3cc(-c4ccccc4)nc3ccc21	-5%	-8%	-0.2%	-10%	0.9%	i	-5%	13µM*	-30%

Next section:
SMILES | Caspase-1 inhib | Pol III holo inh | HEK293 cAMP ctrl | BRCT PPI red | Casp7 inh | BRCT inh green | Rhodamine autofl | HADH2 inhib | Tau filament bind | USP2a inhib | 15-hLO inh
O=C(C1CCCN1S(=O)(=O)c1ccc(Cl)c(Cl)c1)N1CCOCC1 (stereo not drawn) | -1% | -2% | ? | 0.2% | 0% | 1.2% | i | -2% | 9% | 1% | 6%
O=c1c(CCc2ccccc2)nc2cnc(N3CCNCC3)nc2n1Cc1cccs1 | -19% | -5% | 3% | 0.5% | ? | -1.1% | i | 7% | 19% | 144%[activator] | 7%
O=c1ccc2ccccc2o1 | -3% | 0% | 8% | -1.7% | 1% | -1.3% | · | 0% | 6% | -16% | 3%
O=C1c2ccccc2C(=O)N1CCCn1c(=O)oc2ccccc21 | -1% | -5% | 4% | -0.4% | 1% | -2.1% | i | 0% | -5% | 0% | 0%
CCOC(=O)CN(C(=O)CSc1nnc(COc2ccc(OC)cc2)n1C)c1ccccc1 | -2% | -3% | 11% | -1.8% | 3% | -2.5% | i | -2% | -9% | · | 12%
Cc1ccc(C)c(N2CCN(C(=O)c3cc4ccccc4oc3=O)CC2)c1 | -3% | -4% | 21% | -1.0% | -2% | 0.5% | · | -9% | -10% | · | -13%
O=C(CSc1nnc(-c2cccs2)o1)N1CCc2ccccc21 | 2% | -6% | ? | -0.4% | -1% | -1.3% | i | ? | 110% | 21% | 3%
